MEP2-GFP yeast = alters MEP2-GFP fluorescence in TOR pathway yeast screen. S. cerevisiae MEP2-GFP strain, flow cytometry GFP, 3 h; 100% = DMSO control level. GFP response vs DMSO, % at 10 µM. actives 0.51% (n = 330,000). AID 2016;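 active means GFP response versus DMSO above a set limit, roughly screen mean plus 3 SD, cut at about 180% in these data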;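 further: median GFP fluorescence of the barcode-gated MEP2-GFP cells per well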
AGP1-GFP MLPCN = yeast TOR pathway AGP1-GFP modulation; GFP response vs DMSO, % at 10 µM; S. cerevisiae AGP1-GFP multiplex flow cytometry, 3 h; GFP as percent of DMSO wells; AID 2066; actives 0.02% (n = 320,000);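 active means GFP response relative to DMSO above a set limit, near screen average plus 3 SD, cut at about 150% in these data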;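 further: median GFP channel fluorescence of the gated AGP1 strain per well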
VLA-4 inh = inhibition in a human VLA-4 binding assay. actives 0.2% (n = 330,000). inhibition, % (about 7 µM as worked out from the volumes in the protocol). VLA-4 expressing cells, ligand binding flow cytometry; in the data active means inhibition above about 50%
Target sequence (P13612 whole entry, looked up): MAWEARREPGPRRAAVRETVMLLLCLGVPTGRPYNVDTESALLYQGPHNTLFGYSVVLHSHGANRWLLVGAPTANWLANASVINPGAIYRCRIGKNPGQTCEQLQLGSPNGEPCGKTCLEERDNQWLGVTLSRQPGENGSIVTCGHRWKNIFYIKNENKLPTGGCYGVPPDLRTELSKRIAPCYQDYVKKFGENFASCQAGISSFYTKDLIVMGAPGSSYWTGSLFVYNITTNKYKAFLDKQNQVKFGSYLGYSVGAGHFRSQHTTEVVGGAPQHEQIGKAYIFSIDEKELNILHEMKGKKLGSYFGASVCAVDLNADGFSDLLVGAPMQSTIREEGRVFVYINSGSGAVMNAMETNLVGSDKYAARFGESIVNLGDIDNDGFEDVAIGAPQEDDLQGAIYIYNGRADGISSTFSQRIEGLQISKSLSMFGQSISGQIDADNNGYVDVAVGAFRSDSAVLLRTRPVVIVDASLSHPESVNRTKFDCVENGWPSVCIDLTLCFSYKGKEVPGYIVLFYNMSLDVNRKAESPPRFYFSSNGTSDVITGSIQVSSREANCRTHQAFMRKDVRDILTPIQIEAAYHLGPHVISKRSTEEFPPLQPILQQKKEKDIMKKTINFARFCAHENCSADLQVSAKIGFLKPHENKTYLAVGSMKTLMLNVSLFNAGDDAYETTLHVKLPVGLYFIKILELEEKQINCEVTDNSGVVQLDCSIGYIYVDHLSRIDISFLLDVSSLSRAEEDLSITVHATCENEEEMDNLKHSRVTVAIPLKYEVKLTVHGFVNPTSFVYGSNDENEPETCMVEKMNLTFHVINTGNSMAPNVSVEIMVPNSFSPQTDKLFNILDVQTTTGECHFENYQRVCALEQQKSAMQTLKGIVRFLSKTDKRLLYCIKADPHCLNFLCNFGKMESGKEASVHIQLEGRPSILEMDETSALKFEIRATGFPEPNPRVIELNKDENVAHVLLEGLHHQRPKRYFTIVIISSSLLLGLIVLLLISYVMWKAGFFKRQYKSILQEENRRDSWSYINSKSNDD
Yeast superoxide = caloric restriction mimetics inhibiting age-related superoxide in yeast; S. cerevisiae aged cells, superoxide DHE fluorescence; stronger effect = lower value; actives 0.18% (n = 330,000); AID 2690; superoxide response (% of plate mean), % at 10 µM;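 active means superoxide response under a set limit, about three screen SD below normal, cut at about 65% in these data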;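 further: yeast aged for seven days with compound at 30 °C before DHE staining; 100% = average MFI of all compound-treated wells on the plate with controls excluded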
GRK2 aptamer HTS = blocks RNA aptamer binding to human GRK2 | bead flow cytometry, FAM-aptamer displacement from GRK2 | actives 0.59% (n = 330,000) | inhibition of aptamer binding, % at 10 µM | P25098;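 active means inhibition of aptamer binding above 40%, roughly 3 SD of noise, on plates passing a quality check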;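 further: median bead fluorescence of bound FAM aptamer so fluorescent compounds give negative values; no value below 0 was filed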
RPL19A-GFP yeast = yeast TOR pathway RPL19A-GFP modulation; S. cerevisiae RPL19A-GFP strain, flow cytometry, 3 h; stronger effect = lower value; percent response vs DMSO, % at 10 µM; actives 0.3% (n = 330,000); AID 2025;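 active means percent response vs DMSO below 50%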;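 further: median channel GFP fluorescence of the barcoded RPL19A-GFP strain; ratio of sample median GFP to plate DMSO average so 100% = DMSO; lower means less RPL19A-GFP as with rapamycin TOR inhibition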
LAP4 TOR yeast = modulators of TOR pathway LAP4-GFP in S. cerevisiae | actives 0.34% (n = 320,000) | GFP response vs DMSO, % at 10 µM | S. cerevisiae LAP4-GFP multiplex, flow cytometry GFP, 3 h; median GFP as percent of DMSO wells | AID 2023;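 active means GFP response vs DMSO above a set limit, about the screen mean plus 3 SD, cut at about 150% in these data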
CIT2-GFP yeast = yeast TOR pathway CIT2-GFP modulation | actives 0.065% (n = 320,000) | GFP response vs DMSO, % at 10 µM | AID 2029 | S. cerevisiae CIT2-GFP strain, flow cytometry, 3 h; 100 means same as DMSO wells;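 active means GFP response relative to DMSO above a set limit, near the screen mean plus 3 SD, cut at about 150% in these data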;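 further: ratio of well median GFP fluorescence to mean of DMSO wells on the plate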
* marks the source's active call; other numbers are inactive results; . = not tested or not shown.

A first look, 17 compounds:
No.	Molecule	MEP2-GFP yeast	AGP1-GFP MLPCN	VLA-4 inh	Yeast superoxide
1	CC(NC(=O)/C(C#N)=C/c1ccco1)c1ccccc1 (stereo not drawn)	97	105	-1	105
2	CCOC(=O)C1CCN(C(=O)CN2C(=O)C(CC)Oc3ccccc32)CC1 (stereo not drawn)	108	109	7	102
3	CCCCC(=O)Nc1nc2c(OC)cc([N+](=O)[O-])cc2s1	94	91	5	108
4	O=C(CSc1nnc2ccccn12)Nc1ccccc1C(=O)O	102	109	-1	92
5	COc1ccc(CNC(=O)c2nnn(CC(=O)Nc3cc(C)cc(C)c3)c2N)cc1	93	100	2	113
6	CSc1nc(-c2ccccc2)[nH]c(=S)c1C(C)=O	97	92	-3	102
7	COc1ccc(NC(=O)CC2C(=O)NCCN2C(=O)c2ccccc2)cc1 (stereo not drawn)	101	99	8	106
8	C/C(=N\NC(=O)c1cc(C2CC2)nc2ccccc12)c1ccc(C)s1	84	.	13	107
9	O=C1C=C(O)CC(c2ccc(Cl)cc2)C1 (stereo not drawn)	106	99	7	104
10	CC1(C)CN(c2ccc(-c3ccnc4ncnn34)cc2)C1=O	95	91	-1	95

No.	GRK2 aptamer HTS	RPL19A-GFP yeast	LAP4 TOR yeast	CIT2-GFP yeast
1	0	95	104	96
2	7	105	99	109
3	0	95	104	81
4	3	101	102	102
5	0	97	95	94
6	2	96	97	96
7	1	100	107	100
8	2	94	82	92
9	1	99	99	94
10	0	91	91	91

No.	Molecule	MEP2-GFP yeast	AGP1-GFP MLPCN	VLA-4 inh	Yeast superoxide
11	COCn1c(-c2ccc(OC)c(OC)c2)nc2ccccc21	103	107	-4	94
12	CCOC(=O)[C@@H]1C(c2c(OC)cc(OC)cc2OC)=NO[C@@H]1C(=O)OCC	93	86	6	84
13	CCOC(=O)c1ccc(NC(=O)Nc2cccc(C)n2)cc1	105	106	3	107
14	COc1ccc(N=c2sc3ccccc3n2C)cc1	102	97	1	108
15	COc1ccc(CN2CCN(c3ccccc3OC)CC2)cc1OC	107	100	-72	97
16	CN1CCc2c(OCC(=O)NC3CCCCC3)cccc2C1=O	104	106	12	91
17	COc1ccc(-c2ccc(C#N)c(SCC(=O)NCc3ccco3)n2)cc1OC	104	115	-4	101

No.	GRK2 aptamer HTS	RPL19A-GFP yeast	LAP4 TOR yeast	CIT2-GFP yeast
11	0	101	108	108
12	0	101	79	89
13	0	117	103	108
14	0	97	113	91
15	0	105	100	107
16	0	100	112	102
17	0	100	118	104

The list itself, previewed entries included:
No.	Molecule	MEP2-GFP yeast	AGP1-GFP MLPCN	VLA-4 inh	Yeast superoxide
1	CC(NC(=O)/C(C#N)=C/c1ccco1)c1ccccc1 (stereo not drawn)	97	105	-1	105
2	CCOC(=O)C1CCN(C(=O)CN2C(=O)C(CC)Oc3ccccc32)CC1 (stereo not drawn)	108	109	7	102
3	CCCCC(=O)Nc1nc2c(OC)cc([N+](=O)[O-])cc2s1	94	91	5	108
4	O=C(CSc1nnc2ccccn12)Nc1ccccc1C(=O)O	102	109	-1	92
5	COc1ccc(CNC(=O)c2nnn(CC(=O)Nc3cc(C)cc(C)c3)c2N)cc1	93	100	2	113
6	CSc1nc(-c2ccccc2)[nH]c(=S)c1C(C)=O	97	92	-3	102
7	COc1ccc(NC(=O)CC2C(=O)NCCN2C(=O)c2ccccc2)cc1 (stereo not drawn)	101	99	8	106
8	C/C(=N\NC(=O)c1cc(C2CC2)nc2ccccc12)c1ccc(C)s1	84	.	13	107

No.	GRK2 aptamer HTS	RPL19A-GFP yeast	LAP4 TOR yeast	CIT2-GFP yeast
1	0	95	104	96
2	7	105	99	109
3	0	95	104	81
4	3	101	102	102
5	0	97	95	94
6	2	96	97	96
7	1	100	107	100
8	2	94	82	92

The listing continues:
No.	Molecule	MEP2-GFP yeast	AGP1-GFP MLPCN	VLA-4 inh	Yeast superoxide
9	O=C1C=C(O)CC(c2ccc(Cl)cc2)C1 (stereo not drawn)	106	99	7	104
10	CC1(C)CN(c2ccc(-c3ccnc4ncnn34)cc2)C1=O	95	91	-1	95
11	COCn1c(-c2ccc(OC)c(OC)c2)nc2ccccc21	103	107	-4	94
12	CCOC(=O)[C@@H]1C(c2c(OC)cc(OC)cc2OC)=NO[C@@H]1C(=O)OCC	93	86	6	84
13	CCOC(=O)c1ccc(NC(=O)Nc2cccc(C)n2)cc1	105	106	3	107
14	COc1ccc(N=c2sc3ccccc3n2C)cc1	102	97	1	108
15	COc1ccc(CN2CCN(c3ccccc3OC)CC2)cc1OC	107	100	-72	97
16	CN1CCc2c(OCC(=O)NC3CCCCC3)cccc2C1=O	104	106	12	91

No.	GRK2 aptamer HTS	RPL19A-GFP yeast	LAP4 TOR yeast	CIT2-GFP yeast
9	1	99	99	94
10	0	91	91	91
11	0	101	108	108
12	0	101	79	89
13	0	117	103	108
14	0	97	113	91
15	0	105	100	107
16	0	100	112	102

The list goes on.
No.	Molecule	MEP2-GFP yeast	AGP1-GFP MLPCN	VLA-4 inh	Yeast superoxide
17	COc1ccc(-c2ccc(C#N)c(SCC(=O)NCc3ccco3)n2)cc1OC	104	115	-4	101
18	COC(=O)c1c(NC(=O)COC(=O)CCNS(=O)(=O)c2ccccc2)sc(C)c1C	103	92	-4	100
19	CCOC(=O)N1CCN(C(=O)CN(c2ccc(Oc3ccccc3)cc2)S(C)(=O)=O)CC1	95	91	-3	108
20	COc1cc(C(=O)NC(C)c2ccc3ccccc3c2)cc(Cl)c1O (stereo not drawn)	105	105	9	81
21	O=C(Nc1ncc(S(=O)(=O)c2ccc([N+](=O)[O-])cc2)s1)c1cccc2ccccc12	93	85	14	95
22	Cc1cc(C)cc(NC(=O)NCC(O)COc2ccc([N+](=O)[O-])cc2)c1 (stereo not drawn)	105	106	16	110
23	Cc1ccccc1-n1c(-c2ccncc2)n[nH]c1=S	104	106	-13	100
24	O=C(CSc1nc2scc(-c3ccccc3)c2c(=O)[nH]1)N1CCOCC1	93	94	3	120

No.	GRK2 aptamer HTS	RPL19A-GFP yeast	LAP4 TOR yeast	CIT2-GFP yeast
17	0	100	118	104
18	2	108	81	110
19	0	95	94	96
20	3	104	99	105
21	1	95	79	95
22	0	92	108	99
23	5	100	99	100
24	2	99	94	89

Going on with the list.
No.	Molecule	MEP2-GFP yeast	AGP1-GFP MLPCN	VLA-4 inh	Yeast superoxide
25	CCN(CC)C(=O)CSc1nc2cc3c(cc2c(=O)n1Cc1ccco1)OCO3	101	101	13	91
26	CCCC(C)C(=O)Nc1ccc(Cl)cn1 (stereo not drawn)	100	98	13	96
27	Cc1nc2sc(C(c3ccco3)N3CCN(C(c4ccccc4)c4ccccc4)CC3)c(O)n2n1 (stereo not drawn)	94	95	13	105
28	COc1ccc(-c2nnn(CC(=O)NCc3cccs3)n2)cc1OC	96	91	16	105
29	O=C(CSc1nnc2ccccn12)Nc1cccc(-c2nc3ccccc3s2)c1	108	104	-5	141
30	COCCNC(=O)C(OC(=O)c1cccs1)c1ccc(F)cc1 (stereo not drawn)	93	97	2	94
31	COc1ccc(CNC(=O)COC(=O)CC2CC3CCC2C3)cc1OC (stereo not drawn)	98	92	-10	86
32	COc1cc(NC(=O)COc2ccccc2)ccc1NC(=O)c1ccco1	112	95	3	90

No.	GRK2 aptamer HTS	RPL19A-GFP yeast	LAP4 TOR yeast	CIT2-GFP yeast
25	3	103	100	103
26	4	96	96	98
27	0	95	98	91
28	1	96	96	91
29	0	107	98	109
30	4	99	91	101
31	10	98	86	87
32	0	103	107	97

Additional compounds
No.	Molecule	MEP2-GFP yeast	AGP1-GFP MLPCN	VLA-4 inh	Yeast superoxide
33	N#C/C(=C\c1ccncc1)C(=O)Nc1ccc(C(=O)O)cc1	105	97	-18	111
34	Cc1ccc(Cn2nnc3c(=O)n(CC(=O)N4CCCCC4)cnc32)cc1	100	97	-1	103
35	O=C(c1ccc2c(c1)OCCO2)C1CCN(C(=O)c2ccc(F)c(F)c2)CC1	95	85	10	112
36	Cc1ccc(-n2c(C)cc(/C=N/NC(N)=S)c2C)cc1	100	93	11	72
37	C=CCSc1nc2sc3c(c2c(=O)n1-c1ccccc1)CCN(C)C3	98	98	16	100
38	CC(C)c1ccc(S(=O)(=O)N2CCN(C(=O)c3ccc(N4CCCC4)c([N+](=O)[O-])c3)CC2)cc1	98	94	-4	80
39	CCSc1nnc2c(n1)OC=Nc1ccc(Br)cc1-2	93	82	-14	90
40	O=C(CSc1ncn[nH]1)Nc1ccc(Cl)c(Cl)c1	99	97	8	100

No.	GRK2 aptamer HTS	RPL19A-GFP yeast	LAP4 TOR yeast	CIT2-GFP yeast
33	0	100	91	103
34	3	100	103	101
35	0	90	91	84
36	3	91	94	85
37	0	101	97	97
38	0	95	93	98
39	2	84	92	88
40	2	96	103	107

Next section:
No.	Molecule	MEP2-GFP yeast	AGP1-GFP MLPCN	VLA-4 inh	Yeast superoxide
41	CCCNC(=O)COC(=O)c1cc(C)nc2ccccc12	108	102	0	120
42	O=C(NCC(c1ccco1)N1CCCC1)c1cc(=O)[nH]c2ccccc12 (stereo not drawn)	95	93	9	99
43	CCc1ccc(NC(=O)CN2CCc3ccccc3C2)cc1	88	101	7	97
44	CCn1c(O)c(N=NC(=O)C2C(=O)NCC2c2ccccc2)c2ccccc21 (stereo not drawn)	103	109	-6	101
45	Cc1ccc(OCCC(=O)OCC(=O)NCc2ccccc2)cc1	100	85	6	103
46	Cc1cc(C)c(C#N)c(Sc2ccccc2N)n1	101	98	5	70
47	Cc1ccc(N2C(=O)C3C=NNC3C2=O)cc1 (stereo not drawn)	93	99	12	115
48	O=C(CSc1ncnc2c1cnn2-c1ccc(Cl)cc1)NCc1ccc2c(c1)OCO2	101	98	14	97

No.	GRK2 aptamer HTS	RPL19A-GFP yeast	LAP4 TOR yeast	CIT2-GFP yeast
41	4	99	98	101
42	0	97	91	92
43	0	97	89	95
44	3	101	92	108
45	2	98	132	101
46	0	100	95	100
47	2	95	101	95
48	3	100	84	94

Next part
No.	Molecule	MEP2-GFP yeast	AGP1-GFP MLPCN	VLA-4 inh	Yeast superoxide
49	CCN(CC)S(=O)(=O)c1c(OC)cc(C)c(Cl)c1C	104	99	8	89
50	CCOC(=O)c1c(C)[nH]c(C(=O)OCC(=O)N2CC(C)OC(C)C2)c1C (stereo not drawn)	99	96	4	83
51	COc1ccc2cc(C#N)c(SCC(=O)N3CCCC3)nc2c1	99	101	-4	86
52	O=C1c2ccccc2C(O)N1c1ccccc1 (stereo not drawn)	108	94	12	99
53	CCOc1ccc(N(CC(=O)Nc2cccc(N(C)S(C)(=O)=O)c2)S(=O)(=O)c2ccccc2)cc1	102	99	14	115
54	Cc1nn(C(=O)c2nn(C)cc2Cl)c(C)c1Br	100	93	6	93

No.	GRK2 aptamer HTS	RPL19A-GFP yeast	LAP4 TOR yeast	CIT2-GFP yeast
49	0	100	97	97
50	2	99	94	91
51	1	99	101	96
52	1	106	96	98
53	0	106	103	94
54	1	99	92	96
